Bioassay records (PubChem BioAssay)
LAP4-GFP MLPCN – modulators of TOR pathway LAP4-GFP in S. cerevisiae. GFP response vs DMSO, % at 10 µM. S. cerevisiae LAP4-GFP multiplex, flow cytometry GFP, 3 h; median GFP as percent of DMSO wells. hit rate 0.34% among 320,000;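 active = GFP response vs DMSO above a set limit, about the screen mean plus 3 SD, cut at about 150% in these data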
RPL19A TOR yeast – yeast TOR pathway RPL19A-GFP modulation; AID 2025; S. cerevisiae RPL19A-GFP strain, flow cytometry, 3 h; active compounds read low; percent response vs DMSO, % at 10 µM; hit rate 0.3% among 330,000;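 active = percent response vs DMSO below 50%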;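 also: median channel GFP fluorescence of the barcoded RPL19A-GFP strain; ratio of sample median GFP to plate DMSO average so 100% = DMSO; lower means less RPL19A-GFP as with rapamycin TOR inhibition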
CR mimetic SO – caloric restriction mimetics inhibiting age-related superoxide in yeast | S. cerevisiae aged cells, superoxide DHE fluorescence; active compounds read low | superoxide response (% of plate mean), % at 10 µM | hit rate 0.18% among 330,000 | AID 2690;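 active = superoxide response under a set limit, about three screen SD below normal, cut at about 65% in these data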;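 also: yeast aged for seven days with compound at 30 °C before DHE staining; 100% = average MFI of all compound-treated wells on the plate with controls excluded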
AHR activator – activates the human aryl hydrocarbon receptor | activation, % at 5 µM | AID 2796 | AHR-responsive luciferase reporter cells, luminescence | hit rate 2.5% among 320,000 | P35869; in the data active = activation above about 47%;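 also: 0% = vehicle wells and 100% = reference agonist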
procasp3 activ – procaspase-3 (human) activation; recombinant procaspase-3 D3A, Ac-DEVD-pNA absorbance 405 nm; activation, % at 8.5 µM; hit rate 0.11% among 330,000;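 active = activation above the mean of all tested compounds plus 3 SD, cut at about 21% in these data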;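 also: 0% = DMSO alone and 100% = DMSO wells spiked with extra 5 µM PC-3 D3A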
Target sequence (P42574 whole entry D9A/D28A/D175A): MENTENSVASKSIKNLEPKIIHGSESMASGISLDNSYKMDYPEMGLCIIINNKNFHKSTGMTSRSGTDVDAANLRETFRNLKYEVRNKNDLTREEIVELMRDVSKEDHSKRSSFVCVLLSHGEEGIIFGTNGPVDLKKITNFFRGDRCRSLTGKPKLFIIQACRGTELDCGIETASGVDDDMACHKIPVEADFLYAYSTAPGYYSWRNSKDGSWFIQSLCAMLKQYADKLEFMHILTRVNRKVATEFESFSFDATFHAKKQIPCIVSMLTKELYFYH
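System: Procaspase-3 D3A mutant. Medium: Zinc-free 300 mM NaCl, 50 mM HEPES, 0.01% Triton X-100. Schedule: 1 h preincubation plus 2 h reaction at 25 °C. Measured by: 405 nm absorbance of p-nitroaniline, reads at 0 and 120 min. Read-out: percent activation relative to control range.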
MEP2 TOR yeast – modulators of TOR pathway MEP2-GFP in S. cerevisiae; S. cerevisiae MEP2-GFP strain, flow cytometry GFP, 3 h; 100% = DMSO control level; GFP response vs DMSO, % at 10 µM; hit rate 0.51% among 330,000; AID 2016;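 active = GFP response versus DMSO above a set limit, roughly screen mean plus 3 SD, cut at about 180% in these data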;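 also: median GFP fluorescence of the barcode-gated MEP2-GFP cells per well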
GASC-1 inh – inhibitors of human GASC-1 (JMJD2C) demethylase. Q9H3R0. GST-JMJD2C(1-420) H3K9me3 demethylation, DELFIA europium. inhibition, % at 2.35 µM. hit rate 0.069% among 330,000. AID 2099;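 active = more than half of a compound's replicate wells show inhibition beyond 50%, single wells judged on their own value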;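 also: signal counts dimethyl H3K9 product captured on neutravidin plate; 0% = median of DMSO wells and 100% = 0.3 times that DMSO median; strong numbers were not always called active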
procasp7 counter – activates human procaspase-7, counter-screen for procaspase-3 activators; P55210; recombinant procaspase-7, Ac-DEVD-pNA absorbance 405 nm; D23A/D198A/D206A triple mutant, cannot self-cleave; scale: DMSO 0, 5 µM enzyme 100; activation, % at 8.5 µM; hit rate 0.093% among 330,000; AID 463210;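 active = percent activation above the screen-wide mean plus 3 SD, cut at about 25% in these data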
Target sequence (P55210 whole entry D23A/D198A/D206A): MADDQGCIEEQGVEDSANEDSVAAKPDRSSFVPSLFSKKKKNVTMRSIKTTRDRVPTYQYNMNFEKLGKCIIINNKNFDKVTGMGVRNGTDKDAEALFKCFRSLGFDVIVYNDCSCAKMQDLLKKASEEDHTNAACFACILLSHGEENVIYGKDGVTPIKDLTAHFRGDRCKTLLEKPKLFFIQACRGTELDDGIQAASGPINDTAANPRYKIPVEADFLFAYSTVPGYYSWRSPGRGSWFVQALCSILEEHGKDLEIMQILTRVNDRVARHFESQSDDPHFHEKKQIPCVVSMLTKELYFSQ
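buffer or medium = Zinc-free HEPES/NaCl buffer, pH 7.4 | material = Procaspase-7 triple mutant (PC-7 D3A) | input = 2 µM procaspase-7 mutant as dispensed | signal = Epi-absorbance of released pNA at 405 nm, two timepoints | timing = 1 h preincubation, 2 h reaction | replicates = singlicate compound testing | evaluation = % activation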
Numbers without * were called inactive; x = not tested or not shown; [ ] = remark or other dose.

#	Molecule	LAP4-GFP MLPCN	RPL19A TOR yeast	CR mimetic SO	AHR activator	procasp3 activ	MEP2 TOR yeast	GASC-1 inh	procasp7 counter
1	Cc1ccc(N(CC(=O)NC2CCC(C)CC2)S(=O)(=O)c2cccnc2)cc1 (stereo not drawn)	101	98	117	5	5	107	10	-4
2	Cc1ccc(S(=O)(=O)Nc2cccc(C(=O)NCC3CCCO3)c2)cc1F (stereo not drawn)	107	98	84	-2	3	100	2	3
3	Cc1nn(C)c(C(=O)Nc2ccn(C34CC5CC(CC(C5)C3)C4)n2)c1[N+](=O)[O-]	100	102	105	1	-4	107	-5	-8
4	OCCCNC(=S)Nc1ccc(Nc2ccccc2)cc1	87	88	102	-7	-1	95	17	-2
5	COc1ccc(C(=O)/C=C/Sc2nc3ccccc3o2)cc1	147	89	104	2	-7	86	9	-5
6	O=C(CS(=O)(=O)c1ccccc1)N1CCCCCC1	103	104	94	3	8	104	0	4
7	CCOc1ccc(NC(=O)COc2ccc(S(=O)(=O)N3CCCC3)cc2)cc1	97	95	116	-1	3	97	3	-2
8	Cc1cc(C)cc(NC(=O)C/C(N)=N/O)c1	102	101	90	0	-7	106	-4	7
9	COc1ccc(Nc2ccc([N+](=O)[O-])cn2)cn1	90	99	96	3	-7	105	-3	-2
10	CCC(=O)N(CC)Cc1cc(=O)[nH]c2ccccc12	100	100	104	7	-5	102	-3	4
11	O=C(O)CCN=C1CCc2ccccc2N1	99	99	112	-2	3	102	4	4
12	CN(C)c1nn(C(=O)Nc2ccc(Cl)cc2Cl)cc1-c1ccccc1	107	98	90	2	14	132	-2	3
13	O=C(NCCc1ccccn1)c1nc(Cn2ccc([N+](=O)[O-])n2)no1	91	95	92	0	3	101	-28	1
14	O=[N+]([O-])c1ccc(N/N=C\c2cccnc2)nc1	100	97	95	6	7	101	1	0
15	O=[N+]([O-])c1cnn2cc(Br)cnc12	100	90	88	1	6	106	2	3
16	CCOC(=O)c1cnc(SCC)[nH]c1=O	108	100	67	3	1	97	0	9
17	O=C(COC(=O)C12CC3CC(CC(C3)C1)C2)Nc1nc2c(F)c(F)c(F)cc2s1	97	102	88	-1	0	103	-17	2
18	O=C(Nc1ccc2c(c1)CCC2)c1cccc(S(=O)(=O)N2CCN(c3ccccc3)CC2)c1	104	102	97	24	3	105	-10	5
19	C/C(=N/Nc1nc(-c2ccccc2F)nc2ccccc12)c1ccccc1O	87	105	110	17	-12	104	-19	-19
20	CCCCN(CCCC)c1nc2ccccc2nc1C(C#N)C(=O)NCCCOC (stereo not drawn)	105	103	102	3	6	102	-5	-1
21	O=C(Cn1c2[n+](c3ccc(C(F)(F)F)cc31)CCCCC2)c1cccc([N+](=O)[O-])c1	94	100	100	15	-4	121	6	2
22	CCCOc1ccc(C(=O)N/N=C/c2ccc(-c3ccc(S(=O)(=O)Nc4ncccn4)cc3)o2)cc1	97	101	115	-6	-1	96	3	-8
23	Cc1cc(-c2ccco2)n(-c2ccccc2)n1	98	95	96	5	-16	92	4	-20
24	O=C(CSc1nc2ccccc2c(=O)n1-c1ccccc1)NCc1ccco1	100	x	100	3	6	109	-2	1
25	CC(=O)Nc1ccc(-c2csc(NC=C3C(=O)OC(C)(C)OC3=O)n2)cc1	110	120	91	0	-3	111	31	-5
26	C=CCN1C(=O)C2(OCCCO2)c2c(C)ccc(C)c21	90	100	96	0	1	99	-11	9
27	CCN1C(=O)[C@H]2[C@@H](c3ccc(C)cc3)N3C(=O)N(c4cccc(Cl)c4)C(=O)[C@@]3(Cc3ccc(Cl)cc3)[C@H]2C1=O	96	98	94	-2	7	105	x	-6
28	COc1ccc(NC(=O)c2ccc(-n3nc(C)c[n+]3[O-])cc2)cc1	114	102	99	-6	2	109	-3	-4
29	O=C(Cc1ccc(-n2c(=O)[nH]c3ccsc3c2=O)cc1)NCc1cccnc1	95	99	107	-2	-1	99	-4	-3
30	CCC(=O)Nc1c(-c2cccs2)c(=O)c2ccccc2n1C	88	100	100	2	6	98	-8	7
31	c1ccc(-c2nc(-c3cccnc3)n[nH]2)cc1	102	102	98	65*	0	97	4	0
32	CCOC(=O)c1c(NC(=O)c2ccn(CC)n2)sc2c1CCCC2	105	96	81	16	9	106	-4	6
33	Cn1c(=N)n(CC(O)c2ccccc2)c2ccccc21 (stereo not drawn)	85	90	95	12	-7	83	43	4
34	CN1CCC(N(C)C(=O)/C=C/c2cn(-c3ccccc3)nc2-c2cccs2)CC1	107	104	83	-2	7	111	-6	2
35	CC(CC(=O)Nc1cccnc1)c1ccccc1 (stereo not drawn)	93	98	91	5	-2	92	1	2
36	CN(Cc1ccccn1)C(=O)CC1C(=O)NCCN1Cc1ccc(F)cc1Cl (stereo not drawn)	97	101	93	1	4	99	-39	-5
37	O=C(NCC1CCCO1)C1CCN(C2CCN(C(=O)C3CCCCC3)CC2)CC1 (stereo not drawn)	98	98	105	-1	2	102	0	0
38	Cc1ccc(-n2nc3c(c2NC(=O)C2CC2)CS(=O)(=O)C3)cc1C	100[may fluoresce green]	107[may fluoresce green]	99	1	2	104[may fluoresce green]	-2	1
39	O=C(CCl)Nc1ccccc1C(=O)c1ccccc1	105	103	102	2	2	107	-7	3
40	CCOC(=O)c1cn(CC(=O)Nc2cccc(Cl)c2)nn1	92	103	82	2	1	105	12	-5
41	CC1(C)OC2OC(COC(=O)c3ccc([N+](=O)[O-])cc3)C3OC(C)(C)OC3C2O1 (stereo not drawn)	93	100	74	2	-1	83	-5	2
42	O=C(CSc1nc2nc[nH]c2c(=O)[nH]1)NC1CCCCC1	112	98	94	-3	9	103	-2	5
43	CCC(Oc1ccc(F)cc1)C(=O)N1CCCCCCC1 (stereo not drawn)	97	102	109	1	9	108	4	-9
44	COc1cccc(CN(C(=O)COc2ccc(C)cc2)C2CCS(=O)(=O)C2)c1 (stereo not drawn)	104	101	106	3	-2	98	1	4
45	O=C(NNS(=O)(=O)c1ccccc1)C1CC(c2cccnc2)=NO1 (stereo not drawn)	106	98	104	0	-7	102	-21	0
46	CCN(CC)CCCCOc1ccccc1OC	90[may fluoresce violet]	56[may fluoresce violet]	83	-1	0	166[may fluoresce violet]	-2	-6
47	O=S(=O)(c1ccccc1)N1CCN(C(=S)Nc2ccccc2Cl)CC1	98	104	94	-1	1	100	-4	-4
48	Cc1ccc(Sc2nc3ccc(C)cn3c(=O)c2/C=N/O)cc1	93	86	103	1	2	94	-6	3
49	COc1ccc(NC(=O)COC(=O)Cc2c[nH]c3ccccc23)cc1Cl	102	100	111	20	-3	103	11	8
50	O=C(c1ccc(N2CN(C(=O)c3ccco3)c3nc4ccccc4nc32)cc1)N1CCOCC1	96	96	105	-1	10	97	2	4
51	COc1ccc(C2CC(c3ccccc3)=NN2C(=S)Nc2ccccc2)cc1 (stereo not drawn)	108	100	98	1	5	102	-11	4
52	Cc1nnsc1C(=O)Nc1ccc(S(=O)(=O)N2CCC(C)CC2)cc1	89	97	84	4	-1	107	1	3
53	O=C1CCCc2ccccc2N1Cc1c(Cl)cccc1Cl	89	91	81	-2	0	101	2	4
54	CCOC(=O)N1CCN(S(=O)(=O)c2ccc(C)cc2)C1c1ccccc1 (stereo not drawn)	109	101	101	1	7	102	3	3
55	CCOC(=O)C1CCN(CC(O)COc2ccc(C(C)=O)cc2)CC1 (stereo not drawn)	97	99	101	0	0	111	4	-5
56	Cc1ccnc(NC(=O)c2cccc(NC(=O)Cc3ccccc3)c2)c1	97	95	90	-4	-5	100	9	-3
57	CCOc1ccc(CCNc2nc3c(c(=O)n(C)c(=O)n3C)n2CC)cc1OCC	105	97	97	6	3	101	-3	-3
58	CCn1c2ccccc2c2cc(NC(=O)COC(=O)c3cccc(S(=O)(=O)NC)c3)ccc21	85	89	101	100*	-4	93	1	1
59	CCCC(=O)Nc1ccc(C(N)=O)cc1	109	110	112	2	-6	123	-19	-2
60	CCCCOC(=O)Nc1nc2ccc([N+](=O)[O-])cc2s1	101	96	106	1	2	103	-4	3

Later entries:
#	Molecule	LAP4-GFP MLPCN	RPL19A TOR yeast	CR mimetic SO	AHR activator	procasp3 activ	MEP2 TOR yeast	GASC-1 inh	procasp7 counter
61	COc1ccc(CNC(=O)c2nccnc2CO)cc1	108	104	105	x	x	111	1	x
62	Cc1ccc(S(=O)(=O)N(C)/N=C/C=C/c2ccccc2)cc1	x	x	110	9	-1	x	-5	-12
63	C[C@H](CO)N1C[C@H](C)[C@@H](CN(C)Cc2ccc(-c3ccccc3)cc2)Oc2c(NS(=O)(=O)c3cn(C)cn3)cccc2C1=O	83	94	124	-1	8	86	5	-9
64	CCC(CC)c1nnc(NC(=O)c2ccc3c(c2)OCO3)s1	100	112	108	64*	-6	103	3	-8
65	O=[N+]([O-])c1ccc(CSc2nnc(-c3cnccn3)o2)cc1	101	99	94	6	-3	101	-8	6
66	CC(C)Cc1nc2oc3c(Cl)ncnc3c2c2c1CCCC2	116	101	110	-2	-6	99	3	-6
67	Cc1cc(-c2csc(NC(=O)c3ccccc3C(F)(F)F)n2)c(C)n1Cc1ccccc1	97	105	89	4	1	104	-11	-4
68	Cn1cnnc1-c1cccc(NC(=O)c2cc(F)c(F)cc2Cl)c1	106	100	102	2	7	99	0	4

Compounds as they come, and some 3.8% of all compounds hit somewhere here.
